Source: PubChem BioAssay
D1 PAM: enhances dopamine response at the human D1 receptor; 0.036% of 360,000 active; HEK293 TREx D1 cells, calcium flux, dopamine EC20 potentiation; P21728; potentiation, % at 10 µM; in the data active = potentiation above about 30%; also: 0% is about no effect
Target sequence (P21728 whole entry, looked up): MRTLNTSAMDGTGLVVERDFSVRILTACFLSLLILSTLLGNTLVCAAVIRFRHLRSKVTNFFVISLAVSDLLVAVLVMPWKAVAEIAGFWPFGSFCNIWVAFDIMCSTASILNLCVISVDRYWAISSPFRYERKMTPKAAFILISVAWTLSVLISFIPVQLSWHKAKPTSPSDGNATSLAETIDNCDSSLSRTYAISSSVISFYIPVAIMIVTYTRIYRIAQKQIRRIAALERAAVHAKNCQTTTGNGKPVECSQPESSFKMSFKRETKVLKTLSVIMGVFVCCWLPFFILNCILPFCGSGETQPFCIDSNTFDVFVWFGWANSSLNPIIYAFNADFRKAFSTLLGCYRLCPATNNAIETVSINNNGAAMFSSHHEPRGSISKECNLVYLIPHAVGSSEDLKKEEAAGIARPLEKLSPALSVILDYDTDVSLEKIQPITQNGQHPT
RXFP1 antagonist: RXFP1 (human) relaxin receptor antagonism | HEK293-RXFP1, relaxin-stimulated cAMP HTRF, 30 min; stronger effect = lower value | 0.59% of 350,000 active | activity change, negative = inhibition, % at 57.5 µM | AID 1259400 | Q9HBX9;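 active = activity change of -60% or lower, but not beyond a set lower limit; inconclusive = change between -60% and -40%, or beyond the set limit; inactive = change above -40%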; also: % is scaled to controls: 0 for no effect and ±100 for the full control effect
TRHR agonist: agonists of human TRH receptor; TRHR cells, calcium flux fluo-8, FDSS agonist mode; activation, % at 2 µM; 0.18% of 360,000 active; also: 0% is about no effect
Target sequence (P34981 whole entry, looked up): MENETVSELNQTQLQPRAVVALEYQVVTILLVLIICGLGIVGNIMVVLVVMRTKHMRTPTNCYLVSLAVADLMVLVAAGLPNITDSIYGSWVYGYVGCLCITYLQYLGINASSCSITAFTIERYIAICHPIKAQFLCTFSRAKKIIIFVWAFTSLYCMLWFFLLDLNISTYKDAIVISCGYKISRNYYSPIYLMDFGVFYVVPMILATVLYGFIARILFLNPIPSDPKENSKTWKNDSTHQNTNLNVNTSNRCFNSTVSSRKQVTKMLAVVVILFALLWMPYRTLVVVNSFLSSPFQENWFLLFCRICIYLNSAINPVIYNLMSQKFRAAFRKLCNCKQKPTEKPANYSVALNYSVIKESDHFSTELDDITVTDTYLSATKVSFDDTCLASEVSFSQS
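In this calcium-flux screen, cells bearing human TRHR are dye-loaded with fluo-8, baselined for 10 cycles, then exposed to library compounds; positive kinetic calcium responses during the agonist phase mark hits, with TRH as control.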
D2 PAM: D2 dopamine receptor (human) potentiation; HEK293 T-REx D2, calcium flux, EC20 dopamine potentiation; potentiation, % at 10 µM; 0.34% of 340,000 active; AID 485347;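 active = potentiation over 3 SD above the plate norm, cut at about 30% in these data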; also: 0% is about no effect
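Calcium flux readout, no-wash dye, 1 read/s. Inducible HEK293 Trex D2 line, overnight 30 C. Compound alone 180 s (agonist flags), then EC20 dopamine, another 180 s to score potentiation.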
D1 antagonist: blocks dopamine activation of the human D1 receptor; P21728; HEK293 TREx D1 cells, calcium flux, dopamine EC80; stronger effect = lower value; activity change, negative = inhibition, % at 10 µM; 3.2% of 360,000 active; AID 504652; in the data active = activity change below about -30%; also: % is scaled to controls: 0 for no effect and ±100 for the full control effect
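HEK293 T-REx cells expressing inducible, force-coupled D1 receptor; no-wash Ca dye, 30–90 min RT. Cmpd → 180 s read at 1 Hz → EC80 DA → 180 s read.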
TRHR enhancer: allosterically enhances the human TRH receptor; enhancement, % at 2 µM; 0.66% of 360,000 active; AID 493056; TRHR cells, fluo-8 calcium fluorescence, EC20 TRH enhancement; in the data active = enhancement above about 30%; also: 0% is about no effect
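Enhancer read-out: after compound pinning and an initial kinetic agonist-mode read, an EC20 of TRH (10 nM final) was injected and fluo-8 calcium signal (Ex 480/Em 530) followed at 1 s/cycle for 100 cycles in TRHR-expressing cells.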
D1 ag: activates the human D1 dopamine receptor. 1% of 360,000 active. HEK293 T-REx D1 cells, calcium flux, agonist mode. activation, % at 2 µM. P21728; also: 0% is about no effect
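Inducible HEK293 T-REx D1 cells, force-coupled to calcium signalling, were plated at 4000 cells/well with tetracycline and held overnight at 30 C. After no-wash calcium dye loading, compound-evoked calcium rise over 180 s flagged agonists.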
D2 ag: activates the human D2 dopamine receptor | AID 485358 | HEK293 T-REx D2 cells, calcium flux agonist mode | activation, % at 2 µM | 0.53% of 340,000 active;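 active = activation over 3 SD above normal in the single-dose calcium agonist read, cut at about 30% in these data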; also: 0% is about no effect
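Tetracycline-induced HEK293 T-REx cells with force-coupled D2 receptor, plated overnight at 30 C, loaded with no-wash calcium dye. After a 10 s baseline, compound was pin-added and calcium flux read kinetically for 180 s; calcium rises flagged agonists.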
D2 antag: antagonists of human D2 dopamine receptor. HEK293 TREx D2 cells, calcium flux, dopamine EC80. inhibition, % at 10 µM. 2% of 340,000 active. AID 485344; in the data active = inhibition above about 30%; also: 0% is about no effect
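Calcium flux kinetic readout in an inducible HEK293 TREx D2 line plated overnight at 30 C. After 180 s compound exposure, an EC80 dopamine challenge follows with another 180 s kinetic read to detect antagonism.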
Numbers without * were called inactive; u = inconclusive; x = no result given; & = joins results of further samples. Rule as the data show it, unless noted: active = activation above about 30%; inactive = the rest.

SMILES	D1 PAM	RXFP1 antagonist	TRHR agonist	D2 PAM	D1 antagonist	TRHR enhancer	D1 ag	D2 ag	D2 antag
O=C(NCCc1ccccc1)c1ccc2nc(N3CCOCC3)sc2c1	-1	x	-0.5	-2	-23	-9	0	-0.9	3
CCOC(=O)c1cc(C)n(Cc2ccccc2)c1C	-13	-10	-0.2	3	-5	-8	1	0.0	4
CSc1ccc(C(=O)C2CCCN(Cc3cccc4nccnc34)C2)cc1 (stereo not drawn)	-1	-24	0.0	-13	-13	14	5	0.3	0
COc1ccc(NC(=O)C2CCCO2)cc1OC (stereo not drawn)	-7	-12	0.4	-13	-16	-4	0	-0.7	0
COCCN1Cc2cccc(C(=O)Nc3ccc(C)cc3C)c2C1=O	2	x	-0.5	-10	1	10	4	0.4	x
CCCS(=O)(=O)N1CCN(C(=O)c2cccs2)CC1	-4	-16	0.2	-10	-18	0	1	0.7	-14
COc1ccc(C(=O)Nc2ccc(S(=O)(=O)N3CCCC3)cc2)c(OC)c1	-2	0	-0.4	-8	8	-7	4	-0.8	-6
O=C(NC1CC1)C1=NOC(CNc2ncc(C(F)(F)F)cc2Cl)C1 (stereo not drawn)	2	3	0.5	11	1	46*	1	0.4	-5
O=C1c2ccccc2C2NC(=O)C3(CCCCC3)N12 (stereo not drawn)	6	-1	0.0	-9	4	5	0	0.2	-13
O=C(COc1ccc([N+](=O)[O-])cc1)Nc1ccc2[nH]c(=O)[nH]c2c1	-4	-19	0.5	10	-5	-4	-2	1.2	-5
Cc1ccccc1C(=O)N/N=C/c1ccsc1C	1	-3	-0.5	0	-8	-2	3	x	x
CCc1nnc(NS(=O)(=O)c2ccc(NC(=O)/C=C/C(=O)O)cc2)s1	-5	1	0.3	15	4	4	2	0.2	14
Cc1ccccc1C[n+]1cccc2ccccc21	-2	x	0.4	-6	-3	0	1	0.8	4
COc1cc(C(=O)N(Cc2ccc(N(C)C)cc2)CC2CCCO2)cc(OC)c1OC (stereo not drawn)	0	9	1.1	11	1	-1	4	0.3	x
O=S(=O)(NCc1ccco1)c1cnc(Cl)c(Br)c1	-4	x	0.4	14	0	0	3	0.4	-7
Cc1cc2ncn(-c3ncnc4sc5c(c34)CCC(C)C5)c2cc1C (stereo not drawn)	-3	-3	1.6	14	6	1	0	-0.6	4
COc1cc(C(=O)Nc2ccc(Cl)c(-c3nc4ncccc4o3)c2)cc(OC)c1OC	-2	x	0.0	1	14	4	-1	-0.5	x
COc1ccccc1C1C(C#N)=C(N)Oc2c1c(-c1ccccc1)nn2-c1ccccc1 (stereo not drawn)	-7	-17	1.0	6	-7	-4	7	0.4	-10
COc1ccc2cc3cc(C(=O)Nc4ccc5c(c4)OCCO5)oc3nc2c1	-3	-10	0.6	-2	-20	0	3	0.6	0
COc1ccc(OCC(=O)Nc2nnc(S(=O)(=O)N3CCCCCC3)s2)cc1	-3&-2	-23	-1.2&0.2	-4&4	1&0	0&0	16&0	-1.0&-0.8	-1

A few values from above:
Reading of `COc1ccc2cc3cc(C(=O)Nc4ccc5c(c4)OCCO5)oc3nc2c1` in D1 ag: 3
Reading of `Cc1ccccc1C[n+]1cccc2ccccc21` in D2 antag: 4
Reading of `O=S(=O)(NCc1ccco1)c1cnc(Cl)c(Br)c1` in TRHR enhancer: 0
Reading of `COCCN1Cc2cccc(C(=O)Nc3ccc(C)cc3C)c2C1=O` in D2 PAM: -10
Reading of `COc1ccc(OCC(=O)Nc2nnc(S(=O)(=O)N3CCCCCC3)s2)cc1` in TRHR enhancer: 0&0
Reading of `COc1ccccc1C1C(C#N)=C(N)Oc2c1c(-c1ccccc1)nn2-c1ccccc1` (stereo not drawn) in TRHR enhancer: -4

(listing goes on)
SMILES	D1 PAM	RXFP1 antagonist	TRHR agonist	D2 PAM	D1 antagonist	TRHR enhancer	D1 ag	D2 ag	D2 antag
CCOc1ccc(-n2ccn(CC(=O)NCCc3ccccc3)c(=O)c2=O)cc1	-3	3	-0.1	1	2	-3	0	1.0	6
CN(Cc1ccco1)c1ncnc2ccc(-c3ccc4c(ccn4C)c3)cc12	13&2	x	0.3&0.1	9	35&21	-2&-1	4&0	0.1	11
Cc1cc(NC(=O)CN2CCN(S(=O)(=O)c3ccc(Cl)cc3)CC2)no1	-8	0	-0.7	-3	2	-1	-1	0.0	2
O=C(Nc1ccccc1N1CCN(C(=O)c2ccccc2)CC1)c1cc2ccccc2o1	-5	0	0.0	-20	-28	-24	-2	-0.8	63*
CC1CC(c2ccccc2)=Nc2ccccc2N1 (stereo not drawn)	2	-15	-0.5	9	12	-1	2	-1.0	-15
CC(C)(C)[C@@H]1C=C(C(N)=O)O[C@H](OCc2ccc(CO)cc2)C1	-1	x	0.3	8	13	3	4	3.7	5
COc1ccc(-c2ncn(CCC#N)c2[N+](=O)[O-])cc1	-1	5	-0.9	2	7	33*	3	2.3	-19
Cc1cc(C)c(C#N)c(Cl)n1	8	3	0.4	5	8	-2	2	0.9	-3
COc1ccc(N(CC(=O)Nc2ccccc2C(=O)N2CCCC2)S(=O)(=O)c2ccccc2)cc1	-5	-8	0.7	3	-12	-9	-1	-0.1	-10
O=C(CSc1nnc(-c2ccc(Cl)cc2)n1-c1ccc(Cl)cc1)N/N=C/c1ccco1	-4	-24	-1.1	-9	-2	48*	1	-0.6	-9
CCC1(C)Cc2c(C#N)c(N)n(-c3ccccc3)c(=S)c2CO1 (stereo not drawn)	1	-4	0.1	7	-8	5	3	0.1	-1
Cc1ccc(CNC(=O)c2cc3sccc3n2Cc2ccc(F)cc2)cc1	-2	x	0.2	-32	-5	1	7	0.0	x
Cc1ccc(Cn2cc(SCC(=O)Nc3nccs3)c3ccccc32)cc1	4	5	-0.6	2	4	4	9	-0.1	-21
O=C(c1ccc(F)cc1)N1C2CCC1CC(O)(c1ccc(F)cc1)C2 (stereo not drawn)	-1	-19	-1.0	9	19	-2	4	0.0	-11
O=C(NCc1ccc(F)cc1)C(=O)NCC1OCCN1S(=O)(=O)c1cccs1 (stereo not drawn)	-4	-3	-0.6	6	8	-5	-2	0.8	-23
O=C1Nc2c(c(=O)[nH]c(=O)n2-c2ccccc2F)C(C(F)(F)F)(C(F)(F)F)N1	3	10	0.7	6	11	10	3	0.5	-5
c1coc(CNC2CCCCC2)c1	-5	2	-0.2	32*	-3	9	1	-0.8	-13
Cc1ccc(NC(=O)/C(C#N)=C/c2cccs2)c(C)c1	-5	-8	0.7	-5	-20	-4	5	-0.2	-8
CC(=O)NC(=S)Nc1ccc(-c2nc3ccc(C)cc3s2)cc1	-6	9	0.1	-4	-3	1	2	0.4	-8
CCOc1ccc(C2C(C(=O)c3ccco3)=C(O)C(=O)N2CCCn2ccnc2)cc1 (stereo not drawn)	1	2	0.1	-7	2	2	6	1.5	1
COc1ccc(-n2c(SCC(N)=O)nnc2-c2ccccc2F)cc1	5	12	0.1	-15	9	1	-1	0.0	-12
CN(CC(=O)Nc1ccncc1)S(=O)(=O)c1ccc(Br)cc1	8	9	-0.1	14	-4	15	2	-0.6	-12
COc1ccc(C(C)(C)C)cc1NC(=O)c1ccc2ncsc2c1	-3	-25	-0.5	14	18	-3	4	-1.2	-16
Cc1c(Cl)cccc1NC(=O)CC1Sc2ccccc2NC1=O (stereo not drawn)	-3	2	-0.2	-7	-16	-8	1	-0.1	-18
COCc1[nH]nc2c1C(c1c(F)cccc1Cl)C(C#N)=C(N)O2 (stereo not drawn)	-4	3	0.0	11	-4	4	5	0.2	-4
Cc1cccc(C(C)C)c1NC(=O)c1ccc(CN(c2ccccc2)S(=O)(=O)c2ccccc2)cc1	0	-4	1.6	24	8	2	4	2.0	-10
CCN(CC)CCNC(=O)c1sc2ncn(CC(=O)Nc3ccc(C)c(Cl)c3)c(=O)c2c1C	-3	4	0.8	-20	-11	4	-2	0.2	25
Cc1nc2nc(SCC(=O)NCCCN3CCCCCC3)nn2c(C)c1Cc1ccccc1Cl	-4	-8	-0.3	-7	2	2	0	-0.1	-10
COc1cccc(NC(=O)CSc2nc3ccccc3c(=O)n2CCCC(=O)NCC2CCCO2)c1 (stereo not drawn)	1	-21	-0.3	2	8	0	1	0.1	-6
CC(=O)c1cccc(S(=O)(=O)N2CCC(C(=O)N(C)Cc3ccc(Cl)s3)CC2)c1	-1	-4	-0.1	7	-27	18	0	-0.6	12
COC(=O)c1sccc1S(=O)(=O)N(CC(=O)Nc1c(C)cccc1C)c1ccc(C)c(C)c1	2	2	-0.1	7	-3	-5	8	x	x
CCOC(=O)N1CCN(S(=O)(=O)c2ccc3c(c2)oc(=O)n3C)CC1	2	-6	0.8	14	7	-3	1	3.2	-10
O=C(c1ccc(=O)oc1)N1CCCc2ccccc21	-1	-3	1.2	2	9	2	4	0.5	-3
Cc1cccc(N2CCN(Cc3cnc(Cl)s3)CC2C)c1 (stereo not drawn)	-3	-29	-0.1	-22	-1	0	5	-1.5	12
Cc1cccc(NC(=O)C(=O)c2cc(C)n(-c3ccccc3)c2C)c1C	-2	u	0.1	-5	-1	-1	3	0.7	x
COc1ccc(N2CCn3c2nc2c3c(=O)n(CCCc3ccccc3)c(=O)n2C)c(OC)c1	9	-7	-1.0	-8	3	-3	1	-0.9	7
CN1CCC2(CC1)N=C(c1ccc(F)cc1)C(=S)N2C(=O)c1ccccc1	3	-7	0.2	2	10	-1	9	0.1	22
O=C(c1ccc(OC2CCN(Cc3ccccn3)CC2)cc1)N1CCCCCC1	-5	-11	0.6	-2	4	0	3	0.3	4
CCOc1ccccc1NC(=O)NCc1ccc(F)cc1	-4	-4	-0.8	-25	-3	1	0	-1.0	2
FC(F)Sc1ccc(NC(=S)NC2CCCC2)cc1	-3	-4	0.8	3	-34*	-3	30	3.0	-3

2 entries picked at random from the list so far, as already listed:
SMILES	D1 PAM	RXFP1 antagonist	TRHR agonist	D2 PAM	D1 antagonist	TRHR enhancer	D1 ag	D2 ag	D2 antag
O=C(c1ccc(=O)oc1)N1CCCc2ccccc21	-1	-3	1.2	2	9	2	4	0.5	-3
O=C(c1ccc(OC2CCN(Cc3ccccn3)CC2)cc1)N1CCCCCC1	-5	-11	0.6	-2	4	0	3	0.3	4

Other results follow:
SMILES	D1 PAM	RXFP1 antagonist	TRHR agonist	D2 PAM	D1 antagonist	TRHR enhancer	D1 ag	D2 ag	D2 antag
COc1ccc2[nH]c(C)c(C(=O)CN3CCN(C/C=C/c4ccccc4)CC3)c2c1	0	-12	-0.1	-14	-8	10	-1	2.1	-1
NC(=O)C1CCN(C(=O)COc2ccc3c4c(c(=O)oc3c2)CCCC4)CC1	-2	x	0.4	8	-4	2	3	1.6	31*
Cc1ccc(C)c(NC(=O)Cn2c(=O)n(CC(=O)NCCc3ccccc3)c(=O)c3ccccc32)c1	6	x	1.8	2	-9	3	0	0.8	x
CCOc1ccc(CCNC(=O)c2sc3nc4n(c(=O)c3c2C)CCCC4)cc1OCC	-6	-10	6.8	-7	-11	15	10	3.8	x
COc1cccc(NC(=O)c2cccnc2)c1	6	9	0.2	-2	-13	-1	3	0.6	1
CCC(=O)N1CCc2cc(Br)cc(S(=O)(=O)N3CCC(C(=O)N(CC)CC)CC3)c21	1	6	-1.1	-9	-3	-8	-2	-0.5	x
CCOC(=O)CNC(=O)c1sc2nc(C)cc(C)c2c1N	2	-5	0.0	-7	-3	1	1	0.1	-8
